# Screening results deposited in PubChem by several laboratories.
# FXN GAA850 act: increases GAA850 frataxin promoter reporter activity; 360,000 tested, 0.56% active; HEK293 lucGAA850 FXN promoter luciferase reporter, 24 h; percent of 10 µM SAHA response; activation, % at 6 µM;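 active = activation above the average of all compounds screened plus 3 SD, cutoff fixed separately per campaign, cut at about 7.5% in these data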;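 note: 0% = DMSO wells and 100% = 10 µM SAHA wells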
# ASAP1 GAP inh: blocks human ASAP1-stimulated Arf1 GTP hydrolysis | 360,000 tested, 0.19% active | GDP FP detection | inhibition, % at 16.5 µM; in the data active = inhibition above about 25%;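 note: 0% = vehicle with enzyme and substrate and 100% = no enzyme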
# sPLA2-III inh: Blocks human group III sPLA2 activity; QFRET BODIPY PC-A2 liposome hydrolysis, fluorescence; inhibition, % at 12.2 µM; 370,000 tested, 0.56% active; AID 743126;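 active = inhibition above mean plus 3 SD of compounds lying within the high and low control bounds, cut at about 19% in these data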;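 note: 0% = median of test compound wells and 100% = no enzyme DMSO wells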
# GC-A act: GC-A (human) enzyme activation; P16066; activation, % at 10 µM; HEK293 GC-A cells, cGMP TR-FRET, EC30 ANP; 0% at EC30 ANP, 100% saturating ANP; 370,000 tested, 0.14% active; in the data active = activation above about 40%
# Target sequence (P16066 whole entry, looked up): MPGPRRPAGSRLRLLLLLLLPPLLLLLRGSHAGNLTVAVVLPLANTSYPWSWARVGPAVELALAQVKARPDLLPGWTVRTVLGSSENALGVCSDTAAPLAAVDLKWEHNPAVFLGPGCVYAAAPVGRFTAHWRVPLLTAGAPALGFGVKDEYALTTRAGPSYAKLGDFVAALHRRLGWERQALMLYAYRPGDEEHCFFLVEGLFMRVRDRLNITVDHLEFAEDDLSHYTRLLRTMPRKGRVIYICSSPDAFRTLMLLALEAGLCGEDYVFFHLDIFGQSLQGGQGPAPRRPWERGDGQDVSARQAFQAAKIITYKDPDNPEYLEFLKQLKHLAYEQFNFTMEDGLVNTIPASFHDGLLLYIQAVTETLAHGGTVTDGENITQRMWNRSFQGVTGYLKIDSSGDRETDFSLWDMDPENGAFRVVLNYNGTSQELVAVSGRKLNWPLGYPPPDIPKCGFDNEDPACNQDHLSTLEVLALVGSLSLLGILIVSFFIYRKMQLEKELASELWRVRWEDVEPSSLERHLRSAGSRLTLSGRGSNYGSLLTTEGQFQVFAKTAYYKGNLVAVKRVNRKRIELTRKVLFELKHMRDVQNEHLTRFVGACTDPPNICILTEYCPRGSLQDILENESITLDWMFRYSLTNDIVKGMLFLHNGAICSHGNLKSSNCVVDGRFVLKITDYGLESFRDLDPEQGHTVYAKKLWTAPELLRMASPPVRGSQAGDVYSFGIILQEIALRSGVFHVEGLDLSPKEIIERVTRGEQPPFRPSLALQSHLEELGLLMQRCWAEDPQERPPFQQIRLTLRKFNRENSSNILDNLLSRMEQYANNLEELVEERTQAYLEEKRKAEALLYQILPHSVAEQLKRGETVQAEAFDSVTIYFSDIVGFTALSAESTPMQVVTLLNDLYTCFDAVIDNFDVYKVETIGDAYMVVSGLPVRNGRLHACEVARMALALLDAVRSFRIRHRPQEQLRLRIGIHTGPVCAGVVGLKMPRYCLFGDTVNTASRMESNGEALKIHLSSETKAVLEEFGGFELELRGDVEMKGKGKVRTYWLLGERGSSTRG
# proKLK7 act: activates the human kallikrein-7 zymogen | AID 652039 | 370,000 tested, 0.9% active | purified proKLK7, EDANS-DABCYL substrate fluorescence; 100% is mature enzyme control, 0% vehicle | activation, % at 7 µM;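 active = activation above the mean of all tested compounds plus 3 SD, computed per campaign excluding outliers beyond control limits, cut at about 13% in these data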
# ADAM10 inh: inhibitors of human ADAM10; recombinant ADAM10, EDANS/DABCYL FRET peptide cleavage, 3 h; inhibition, % at 7 µM; 370,000 tested, 0.62% active;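 active = inhibition above a per-campaign cutoff equal to the mean of compounds falling between control-based bounds plus 3 SD, cut at about 20% in these data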;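 note: 0% = DMSO wells while the 100% control is not disclosed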
# NPR2 activator: GC-B (human) receptor activation; HEK293-GC-B cells, CNP EC30, cGMP TR-FRET; 0% at EC30 CNP, 100% saturating CNP; activation, % at 10 µM; 370,000 tested, 0.11% active; AID 1920062;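 active = activation at 10 µM reaching about 35% in either raw or pattern-adjusted values, limit read from the data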
# ARFGAP1 inh: rat ARFGAP1 inhibition. Q62848. Arfgap1-stimulated ARF1 GTP hydrolysis, GDP FP detection. inhibition, % at 16.5 µM. 360,000 tested, 0.26% active. AID 651572;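 active = inhibition above a per-plate limit, mean inhibition of low control wells plus 3 SD, cut at about 25% in these data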;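 note: 0% = DMSO wells with enzyme and 100% = wells lacking Arfgap1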
#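 material = rat Arfgap1 catalytic domain, aa 1-136 | also added = human ARF1(Δ1-17)-GTP substrate | compound dosing = one concentration, 16.5 µM, DMSO 1.26% | times = GTP hydrolysis reaction 2 h at 25 °C | measured by = FP, GDP Alexa 633 tracer displaced from anti-GDP antibody, 620/688 nm | evaluation = percent inhibition of Arfgap1-stimulated GTP hydrolysis | replication = single well per compound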
# rCAG RNA binder: binds r(CAG) RNA repeats | r(CAG) RNA repeat, TO-PRO-1 dye displacement fluorescence | inhibition, % at 3 µM | 370,000 tested, 1.3% active | AID 651821;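 active = inhibition above the plate cutoff, the mean of all test compounds on that plate plus 3 SD, cut at about 35% in these data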;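 note: 0% = DMSO alone and 100% = 100 µM mitoxantrone as full dye displacement; higher means more dye released from RNA so lower well fluorescence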
# Tn6 DDE FP: inhibitors of Tn6 peptide binding to human fibrin DD(E) | P02675 | Fibrin DD(E) TRITC-Tn6 fluorescence polarization displacement | inhibition, % at 8.3 µM | 370,000 tested, 0.21% active;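 active = inhibition above a per-campaign cutoff: mean of compounds within control limits plus 3 SD, cut at about 15% in these data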;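 note: 0% = median of all compound wells on the plate and 100% = blocking peptide control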
# * marks the source's active call; other numbers are inactive results; i = inactive; nt = no result given; & = joins results of further samples. Compounds as they come. About 4.5% of those tested had a hit in this group.
compound	FXN GAA850 act	ASAP1 GAP inh	sPLA2-III inh	GC-A act	proKLK7 act	ADAM10 inh	NPR2 activator	ARFGAP1 inh	rCAG RNA binder	Tn6 DDE FP
CCOc1c(N2CCOCC2)c(=O)c1=O	-0.3	10.6	13.9	6.1	-0.5	1.5	1.8	4.7	1.2	1.1
O=C(Nc1ccnn1C1CCN(C2CCC2)CC1)c1ccccc1	2.1	-15.1	0.8	1.0	-0.1	-1.1	6.2	-2.6	-1.2	9.9
CN(C)Cc1csc(NC(=O)Nc2ccccc2-c2ccccc2)n1	2.0	-9.0	13.8	-5.1	0.1	-9.1	-4.7	7.4	5.9	-0.3
CCCCCCCCCc1nc(N)n[nH]1	0.9	6.5	3.7	8.1	0.1	16.9	-3.6	-11.3	1.1	-0.8
CCOc1ccc(NC(=O)CSc2nnnn2C2CCCC2)cc1	-0.2	1.4	0.9	2.5	-0.1	-1.9	-3.1	4.7	-1.8	1.3
CC(C)C(NS(=O)(=O)c1cccc(C(F)(F)F)c1)C(=O)O (stereo not drawn)	-1.8	-7.8	2.0	2.8	0.0	-5.0	1.5	2.6	-2.1	-1.4
COCCn1c(=N)c(S(=O)(=O)c2ccc(Br)cc2)cc2c(=O)n3ccccc3nc21	0.1	-10.5	3.8	2.5	-0.7	-35.6	1.0	12.4	1.5	-4.8
CCN(CC)CCN1C(=O)C(=O)/C(=C(/O)c2ccc(S(=O)(=O)N3CCOCC3)cc2)C1c1ccc(Cl)cc1 (stereo not drawn)	-0.9	0.8	-5.3	-0.5	-0.7	-3.0	3.5	10.2	2.6	-1.0
COc1ccc(NC(=O)COc2coc(CN3CCc4ccccc4C3)cc2=O)cc1	-0.2	13.3	5.1	-2.7	0.8	-14.1	-3.0	13.2	-5.4	-3.4
Cc1cccc(NC(=O)C(c2ccccc2Cl)N2CCOCC2)c1 (stereo not drawn)	0.1	-6.4	1.4	-12.1	0.2	3.0	-13.2	-2.5	-5.9	-6.0
O=C(Nc1nc2ccccc2s1)c1ccc2c(c1)S(=O)(=O)c1ccccc1C2=O	nt	8.4	1.1	-1.5	0.5	3.7	4.9	0.1	1.4	2.1
COc1ccc(-c2oc(NC(=O)CCl)c(C#N)c2-c2ccc(OC)cc2)cc1	-0.4	-11.5	-34.2	0.9	0.1	10.3	2.7	-8.0	23.3	-6.3
OCCN1CCN(C(=S)Nc2cccc(C(F)(F)F)c2)CC1	0.9&-0.4	-5.4&0.6	12.9&0.2	-0.5&1.2	-0.1&-0.1	-20.7&4.8	-0.9&0.4	-0.9&-3.0	0.3&2.8	-1.4&0.9
O=C1C(=O)N(CCCN2CCOCC2)C(c2ccc([N+](=O)[O-])cc2)/C1=C(\O)c1ccc2c(c1)OCCO2 (stereo not drawn)	-2.1	3.4	7.0	5.4	0.5	-3.6	0.5	5.5	7.1	-1.2
COc1ccc(/C=C/c2c(-c3ccccc3OC)sc3ccccc23)cc1OC	1.3	9.7	-7.9	-3.5	-18.2	-81.3	1.8	-8.5	5.0	1.1
OCc1ccc(O)c2ncccc12	-0.3	-8.0	1.6	-1.9	-0.6	-5.2	12.9	-8.2	3.3	2.8
Cc1cc(N2CCN(c3ccccc3)CC2)n2c(n1)nc1ccccc12	3.3	-21.5	-3.3	-1.1	0.1	-91.5	1.9	-1.6	-6.3	3.5
O=C(Cn1cc(C(F)(F)F)ccc1=O)N1CCc2ccccc2C1	2.0	2.5	7.0	2.5	-0.2	-5.2	2.5	-4.6	0.7	-4.4
CCc1ccc(Nc2nnc(SCC(=O)Nc3sccc3C(N)=O)s2)cc1	-2.5	4.7	-25.2	-17.6	-0.4	7.1	-3.6	15.2	17.8	-8.0
O=C(Cc1c2ccccc2nc2ccccc12)c1ccccc1	3.7	-2.8	-3.0	0.9	12.5	-248.3	-5.0	12.8	4.2	-4.0
CC(=O)Nc1ccc(Nc2nccc(C)n2)cc1	nt	1.6	3.5	1.0	-0.6	-5.2	-0.2	8.3	-0.7	-1.4
CCN(CC)C(=O)CSc1nnc(-c2ccc(C(C)(C)C)cc2)n1-c1ccc(Cl)cc1	nt	nt	-13.8	-0.1	0.3	8.7	12.2	nt	2.7	-0.1
CC(=O)c1cccc(NCC(=O)N2CCN(S(=O)(=O)c3ccccc3)CC2)c1	0.6	-7.4	9.5	-0.6	0.4	-12.4	0.6	-3.0	4.5	-3.1
CN(C)c1ccc(/C=N/NC(=O)CN2CCCCC2)cc1Br	0.5	3.8	5.8	-1.5	-0.2	-13.2	1.8	6.4	-5.3	2.3
C=CCN(CC=C)C[C@@H]1CSCCS(=O)(=O)N1	nt	-0.9	4.6	1.6	-0.3	-1.9	3.4	16.0	3.0	-4.9
CC(C)CNC(=O)COC(=O)c1cc(Cl)cc(Cl)c1N	1.1	-3.1	-0.4	-7.1	21.3*	i	-3.1	8.0	-2.3	-3.0
O=C(CCc1nc2ccccc2c(=O)[nH]1)OCc1ccc(Cl)cc1Cl	1.8	-18.0	5.5	-6.0	0.3	7.2	-6.0	-10.9	-1.2	1.6
Cn1c(SCC(=O)NCC2CCCO2)nnc1-c1ccc(Cl)cc1 (stereo not drawn)	1.3	-3.2	2.6	1.0	0.1	-8.3	-1.0	-6.3	2.5	-2.6
CC(=O)c1cccc(NC(=O)CCc2nnc3ccc(NCc4ccc5c(c4)OCO5)nn23)c1	1.5	10.2	9.1	7.5	0.1	6.5	0.5	2.8	-0.6	-3.5
COc1ccc(C(C)=O)cc1COC(=O)c1cccnc1SC	1.4	-15.5	-13.6	-4.1	0.0	5.0	-7.2	-4.8	-1.8	5.0
COc1ccc(S(=O)(=O)N(CC(=O)N/N=C/c2ccccc2C(=O)O)c2ccccc2OC)cc1	3.2	-3.6	6.4	0.7	0.3	-5.4	3.9	14.6	15.7	-2.6
Cc1ccc(NC(=O)C2CCN(S(=O)(=O)c3cccnc3)CC2)cc1C	-1.5	-5.3	-4.3	-4.9	-0.3	2.1	-3.6	5.8	2.6	-0.3
O=S(=O)(NCCN1CCOCC1)c1ccc(F)c(Cl)c1	-1.8	-7.2	15.8	3.1	-1.0	-4.3	2.1	5.1	-3.6	-4.8
C=CCN1C(=O)CSC1=Nc1ccc(NC(C)=O)cc1	2.0	9.1	2.5	1.8	0.1	3.8	-2.9	0.5	-1.1	5.2
Cc1ccc(NC(NC(=O)Cc2ccccc2)C(Cl)(Cl)Cl)cc1 (stereo not drawn)	1.1	0.2	-20.5	-5.3	-0.7	1.7	-0.8	-8.3	2.1	4.0
CCOC(=O)c1c(C)[nH]c(C)c1S(=O)(=O)N(C)CC(=O)Nc1ccccc1OC	1.7	5.0	7.0	-16.9	-0.1	0.4	-10.7	6.5	-1.2	1.9
CCOC(=O)c1c(C)c(C(=O)O)n(C)c1C	2.8	7.1	4.2	2.4	-0.2	-7.4	1.9	6.7	-4.8	-1.7
COC(=O)C1C(=O)NCC1c1ccc(C)cc1 (stereo not drawn)	2.2	3.2	-5.9	-1.2	-0.5	-7.3	4.5	11.9	-3.0	-0.8
O=C(Cn1c(O)c(/C=C2\C=Nc3ccccc32)sc1=O)N1CCOCC1	-0.4	8.4	-1.3	-2.3	0.3	1.9	-1.0	23.2	3.4	-3.8
O=C(Nc1ccccc1NS(=O)(=O)c1ccc(F)cc1)C1CCCC1	0.6	-7.3	-6.0	-4.5	-0.2	-4.7	3.6	-0.9	1.4	-3.0
Cc1cccc(NC(=O)C2CC2c2ccccc2)c1C (stereo not drawn)	0.5	-2.9	5.3	3.6	0.6	-3.0	-1.5	-1.5	-7.1	7.9
CC1CCN(C(=O)C(C)OC(=O)CSc2ccc([N+](=O)[O-])cc2)CC1 (stereo not drawn)	1.8	-4.6	-12.9	-1.8	-0.1	5.8	-1.5	-1.6	-4.2	-0.7
CCOC(=O)c1ccc(CSc2ncn[nH]2)o1	-0.9	7.4	7.4	2.4	0.4	1.1	2.3	-1.3	1.5	2.3
Cc1cccc(/C(N)=N/OC(=O)Cc2cccs2)c1	3.8	-2.8	-15.2	5.5	-0.3	1.5	0.6	0.0	5.1	-4.5
Cc1n[nH]c(C)c1S(=O)(=O)N1CCc2ccccc21	0.3	8.6	1.0	0.1	-0.7	2.0	-1.3	-0.8	4.0	1.1
Nc1[nH]c2cc(C(F)(F)F)ccc2c1C(=O)N1CCN(CCc2ccccc2)CC1	nt	nt	-17.5	3.3	0.1	-13.3	2.5	nt	2.6	-6.5
COC(=O)C(CC(C)C)NC(=O)C(N)Cc1ccccc1 (stereo not drawn)	-1.6	-5.7	2.3	0.0	0.1	-0.4	0.6	-5.2	-1.7	-6.2
COC(=O)C1CCCN(C(=O)C(Cc2ccc3c(c2)OCO3)NC(C)=O)C1 (stereo not drawn)	nt	nt	3.0	2.9	0.1	-1.7	-4.1	nt	1.3	1.8
Cc1ccc(C(=O)OC(C)C(=O)NCc2ccc3c(c2)OCO3)cc1S(=O)(=O)N1CCOCC1 (stereo not drawn)	0.1	-3.2	1.4	4.2	0.4	-13.5	0.6	4.5	-0.1	0.3
CCOC(=O)N1CCN(Cc2nc3ccc([N+](=O)[O-])cc3c(=O)n2-c2ccc(OC)cc2OC)CC1	-0.2	2.8	7.9	-0.7	0.2	-8.4	3.5	18.9	-3.7	5.2
Cc1ccc(NC(=O)NNC(=O)CSC2CCc3ccccc32)c(C)c1 (stereo not drawn)	nt	6.8	-34.8	2.1	0.0	-5.8	4.9	1.4	3.7	-1.9
COc1ccc(NC(=O)N2CCCC(C(=O)NCc3ccccc3F)C2)cc1 (stereo not drawn)	0.7	-5.6	6.6	-0.3	-1.0	-3.0	-0.9	3.6	-3.6	-2.2
O=C(COC(=O)c1cccc(S(=O)(=O)NCc2ccccc2)c1)Nc1ccccc1OC(F)F	-1.1	1.7	-41.4	-2.9	-0.3	11.0	0.2	9.0	0.8	-4.2
CC(C)CN1C(=O)/C(=C(/C#N)C(=O)NC2CCCCC2)c2ccccc21	-2.8	6.7	4.4	2.4	0.1	-16.4	-0.9	-5.2	-3.7	-3.2
Cc1ccccc1-n1ncc2c1CC(C)(C)CC2NC(=O)CN1CCCC1=O (stereo not drawn)	3.0	5.3	1.6	3.0	0.2	0.5	-2.0	9.6	-6.8	1.4

# An excerpt from above in order of the ASAP1 GAP inh value, descending:
SMILES | ASAP1 GAP inh
Cc1ccc(NC(=O)NNC(=O)CSC2CCc3ccccc32)c(C)c1 (stereo not drawn) | 6.8
Cc1cccc(NC(=O)C2CC2c2ccccc2)c1C (stereo not drawn) | -2.9
COC(=O)C(CC(C)C)NC(=O)C(N)Cc1ccccc1 (stereo not drawn) | -5.7
